# OPRM1-OPRD1 ag: agonists of human mu-delta opioid receptor heterodimerization | activation, % at 9.3 µM | P35372+P41143 | cells, OPRM1-OPRD1 heterodimerization, luminescence | actives 0.3% (n = 340,000); in the data active = activation above about 18%;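 note: 0% = vehicle-treated cells and 100% = reference agonist; values of inactives mirror those of a sister screen read the other way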
# Target sequence (P35372 whole entry, looked up): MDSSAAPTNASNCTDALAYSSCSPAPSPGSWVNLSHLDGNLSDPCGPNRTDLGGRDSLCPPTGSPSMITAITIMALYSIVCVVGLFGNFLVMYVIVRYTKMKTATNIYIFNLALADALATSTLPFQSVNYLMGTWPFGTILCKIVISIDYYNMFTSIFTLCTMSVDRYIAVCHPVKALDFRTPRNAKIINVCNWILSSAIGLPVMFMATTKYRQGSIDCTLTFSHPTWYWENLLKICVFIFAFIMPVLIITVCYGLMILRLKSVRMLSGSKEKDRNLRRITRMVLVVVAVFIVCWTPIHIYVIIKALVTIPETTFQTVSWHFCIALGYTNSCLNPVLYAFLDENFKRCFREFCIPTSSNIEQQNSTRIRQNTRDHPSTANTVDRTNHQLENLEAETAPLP
# Target sequence (P41143 whole entry, looked up): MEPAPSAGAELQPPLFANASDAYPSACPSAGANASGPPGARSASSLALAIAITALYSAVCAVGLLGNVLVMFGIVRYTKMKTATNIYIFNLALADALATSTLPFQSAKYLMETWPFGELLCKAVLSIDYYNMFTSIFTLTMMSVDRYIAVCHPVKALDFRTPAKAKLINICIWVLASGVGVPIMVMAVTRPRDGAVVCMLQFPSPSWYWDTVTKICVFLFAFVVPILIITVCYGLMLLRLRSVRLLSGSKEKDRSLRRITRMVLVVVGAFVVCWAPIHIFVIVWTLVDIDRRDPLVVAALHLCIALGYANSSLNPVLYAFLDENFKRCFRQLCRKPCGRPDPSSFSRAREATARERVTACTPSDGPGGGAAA
# OPRM1-OPRD1 inv: mu-delta opioid heterodimer inverse agonism; P35372+P41143; cell-based MOR-DOR heterodimer luminescence; inhibition, % at 9.3 µM; actives 0.21% (n = 340,000); in the data active = inhibition above about 22%, passing the limit was not always enough;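 note: 0% = cells with DMSO and 100% = wells without cells with DMSO; values of inactives mirror those of a sister screen read the other way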
# Arr AP2 block: human beta-arrestin and AP2 interaction inhibition; inhibition, % at 10 µM; FITC-arrestin peptide / GST-AP2 beads, flow cytometry; AP2 beta2 appendage carries R879A mutation; actives 0.31% (n = 340,000);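 active = inhibition above a set limit, near 3 SD of compounds lacking own fluorescence, cut at about 54% in these data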;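 note: plate controls were DMSO wells for no effect and 5 µM unlabelled arrestin peptide for full effect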
#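 Measured by: flow cytometry, FL1 (488/535 nm); Material: AP2 appendage R879A on GSH beads; Evaluation: percent response; Timing: pre-incubation 12 min, peptide binding 1 h, room temperature; Also added: 50 nM FITC-arrestin peptide; Medium: PBS with 0.05% Tween 20 and 0.1% BSA.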
# V-ATPase pHluor: yeast V-ATPase proton transport regulation by pHLuorin | S. cerevisiae, pHLuorin cytosolic pH fluorescence | response, % at 10 µM | actives 0.37% (n = 350,000) | AID 504577; in the data active = response mostly above about 7.3%, no sharp cut-off; inactive = mostly below about 5.4%; note: actives read high; inactives centre near 0; some compounds called inactive have numbers as strong as hits; reference of the scale not given here
# DSG3 Ab inh: inhibitors of pemphigus antibody binding to human desmoglein-3; P32926; DSG3-coupled beads, scFv-anti-DSG3-GFP binding, flow cytometry; active compounds read low; binding (percent of control), % at 10 µM; actives 0.48% (n = 310,000); AID 588358;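 active = binding more than 3 SD below its plate's average and above zero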;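 note: hits lower antibody fragment binding to DSG3; some compounds called inactive have numbers as strong as hits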
# PKA-R1A activ: activates the PKA-R1A holoenzyme complex. P00514+P68181. PKA-R1A dissociation, Cy5-IP20 fluorescence polarization; scaled: DMSO 0%, 113 µM cGMP 100%. activation, % at 11.4 µM. actives 0.083% (n = 340,000). AID 504707;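 active = percent activation above the mean of all tested compounds plus 3 SD, cut at about 19% in these data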;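 note: higher means more PKAc released from R1A so a rise in polarization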
# HTR5A inv ctr: inverse agonist of human HTR5A in OPRM1-OPRD1 counter-screen. actives 0.083% (n = 340,000). HTR5A cell line, luminescence, inverse agonism. P47898. AID 504634. inhibition, % at 9.3 µM; in the data active = inhibition mostly above about 23%, no sharp cut-off; inactive = mostly below about 18%;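 note: 0% = cells with DMSO and 100% = no-cell wells with DMSO; some compounds called inactive have numbers as strong as hits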
# DAGLB inhibitor: blocks human DAGLB lipase activity | actives 0.059% (n = 340,000) | HEK293T DAGLB membrane lysate, EnzChek fluorogenic substrate | inhibition, % at 5.17 µM; in the data active = inhibition above about 34%;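 note: 0% = enzyme with vehicle and 100% = wells lacking enzyme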
# PKA-R2B act: PKA-R2B complex activation; actives 0.079% (n = 340,000); activation, % at 11.4 µM; PKA-R2B holoenzyme dissociation, Cy5-IP20 fluorescence polarization; R2B truncated from residue 108, S112A mutant; 0% DMSO only, 100% 113 µM cGMP; P22694+P31323;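 active = activation above a cutoff set at the mean over all compounds plus 3 SD, cut at about 18% in these data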;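 note: higher means more holoenzyme dissociation and a rise in polarization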
# HTR5A ag ctr: activates human HTR5A in OPRM1-OPRD1 agonist counter-screen; actives 0.61% (n = 340,000); AID 504692; P47898; HTR5A agonist assay, luminescence, cell-based; activation, % at 9.3 µM; in the data active = activation mostly above about 9.5%, no sharp cut-off; inactive = mostly below about 7.6%;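 note: 0% = cells with vehicle only and 100% = reference agonist; strong numbers were not always called active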
# * hit, by the source's call; . = no result given. Not a hit list; overall some 2.4% were active at least once.
SMILES,OPRM1-OPRD1 ag,OPRM1-OPRD1 inv,Arr AP2 block,V-ATPase pHluor,DSG3 Ab inh,PKA-R1A activ,HTR5A inv ctr,DAGLB inhibitor,PKA-R2B act,HTR5A ag ctr
N#Cc1c(N2CCN(c3ccc([N+](=O)[O-])cc3)CC2)[n+](=O)c2ccc(Cl)cc2n1[O-],13,-63,-7,6,.,-2,11,7,-2,-3
COc1ccc(/C=C(/NC(=O)c2ccco2)C(=O)N2CCCCCC2)cc1OC,1.3,-5,30,-2,111,5,-2,-5,-4,1
CC(C)(CC(=O)O)CC(=O)N1CCN(c2cc(C(F)(F)F)nc3ccccc23)CC1,-1.2,7,-2,-3,90,-7,-11,3,-8,3
NC(=O)C1CCN(C(=O)c2cc(-c3ccc(Cl)s3)nc3ccccc23)CC1,-2.8,11,16,-3,.,-13,-8,-8,-21,5
Cc1cnc(NS(=O)(=O)c2ccc(Cl)cc2)c(Br)c1,-3.0,16,-19,4,106,-4,-26,3,-2,0
O=C(OCc1nnc(-c2ccc(Cl)cc2)o1)c1ccc(=O)n(Cc2ccccc2)n1,-2.5,13,11,0,108,-4,1,0,-5,0
CC(C)[C@H](Nc1nc(-c2ccccc2)nc2c1oc1ccccc12)C(=O)O,-2.7,15,-3,3,115,-3,22,5,-8,5
COc1ccc(Cl)cc1S(=O)(=O)NC(C)C(=O)NCc1ccncc1 (stereo unspecified),-2.2,14,-3,1,.,-1,8,-1,0,-1
CC1CCc2sc(C(=O)NNC(=S)NC3CC3)cc2C1 (stereo unspecified),-3.4,19,25,-7,104,7,11,2,13,-2
CCc1cc(C(=O)N(Cc2ccccc2)c2c(N)n(CCOC)c(=O)[nH]c2=O)sc1C,3.0,-19,-7,2,99,-1,-5,2,-9,2
CCC(=NC1CC(C)(C)NC(C)(C)C1)C1=C(O)CC(C)(C)CC1=O,-0.5,2,-11,-1,107,0,1,0,5,-3
COC(C)(C)[C@]12CC(O)(C(C)C)ON1[C@H]1CCCCC1N2O (stereo partly specified),-3.7,21,2,0,96,4,9,-1,4,-4
Cc1c(C(=O)N2CCCCC2)c(S(=O)(=O)N(C)Cc2ccco2)c(C)n1C,-4.5,23,-20,-1,101,-4,8,-2,-6,-2
Cc1ccccc1S(=O)(=O)Cc1ccc(C(=O)N2CC(C)CC(C)C2)o1 (stereo unspecified),-0.2,1,11,0,103,-4,-16,1,-12,5
Cc1cccc(OCC(=O)O/N=C(\N)c2ccncc2)c1,0.9,-8,24,-2,102,7,-7,-5,1,0
CC(C(=O)NCC1CCCCC1)N1CCN(S(=O)(=O)c2cccs2)CC1 (stereo unspecified),-2.7,13,53,16,100,-8,-7,-1,-1,-1
CN(C)S(=O)(=O)c1ccc2oc(SCC(=O)Nc3ccccc3F)nc2c1,-2.2,11,-1,1,99,1,-16,0,-2,1
CCc1cc(C(=O)OC)c(NC(=O)CN2CCN(C(=O)C3CCCO3)CC2)s1 (stereo unspecified),-3.5,19,18,1,98,-3,-9,-2,6,-1
O=[N+]([O-])c1cccc(S(=O)(=O)[N-]c2nc3ccccc3nc2-n2cc[n+](Cc3ccccc3)c2)c1,-1.5,8,0,-3,102,15,1,1,2,1
O=C(CSc1nnc(-c2ccncc2)n1-c1ccccc1)NC1CC1,-4.3,22,14,-2,113,0,4,1,3,-2
COc1ccc(CNC(=O)c2cc3c(=O)n4ccccc4nc3n(Cc3cccnc3)c2=N)cc1,-0.2,1,10,-3,108,-2,10,-1,-9,2
O=c1[nH]n(-c2ncnc3c2cnn3-c2ccccc2)c(=O)c2ccccc12,-2.6,16,-4,-2,99,2,-35,-4,-1,-3
O=C(CCc1ccccc1F)N1CCN(c2ccc(C(F)(F)F)cn2)CC1,7.6,-40,-6,-3,105,-7,-10,-8,-7,8
COC(=O)COc1c(Cl)cc(Cl)c2ccc(C)nc12,-1.5,8,5,2,104,-2,12,-3,-10,-5
Cc1c(NC2=C(Cl)C(=O)N(c3ccccc3)C2=O)c(=O)n(-c2ccccc2)n1C,-1.7,10,-10,-3,98,-2,-1,2,2,0

# In a second layout: results already given.
structure	OPRM1-OPRD1 ag	OPRM1-OPRD1 inv	Arr AP2 block	V-ATPase pHluor	DSG3 Ab inh	PKA-R1A activ	HTR5A inv ctr	DAGLB inhibitor	PKA-R2B act	HTR5A ag ctr
COC(=O)COc1c(Cl)cc(Cl)c2ccc(C)nc12	-1.5	8	5	2	104	-2	12	-3	-10	-5
O=C(CSc1nnc(-c2ccncc2)n1-c1ccccc1)NC1CC1	-4.3	22	14	-2	113	0	4	1	3	-2
NC(=O)C1CCN(C(=O)c2cc(-c3ccc(Cl)s3)nc3ccccc23)CC1	-2.8	11	16	-3	.	-13	-8	-8	-21	5
CC(C)[C@H](Nc1nc(-c2ccccc2)nc2c1oc1ccccc12)C(=O)O	-2.7	15	-3	3	115	-3	22	5	-8	5
COc1ccc(/C=C(/NC(=O)c2ccco2)C(=O)N2CCCCCC2)cc1OC	1.3	-5	30	-2	111	5	-2	-5	-4	1
COC(C)(C)[C@]12CC(O)(C(C)C)ON1[C@H]1CCCCC1N2O (stereo partly specified)	-3.7	21	2	0	96	4	9	-1	4	-4

# Following part
SMILES,OPRM1-OPRD1 ag,OPRM1-OPRD1 inv,Arr AP2 block,V-ATPase pHluor,DSG3 Ab inh,PKA-R1A activ,HTR5A inv ctr,DAGLB inhibitor,PKA-R2B act,HTR5A ag ctr
Cc1ccc(NS(=O)(=O)c2ccc(NC(=O)c3ccccc3C(=O)O)cc2)c(C)c1,-3.7,20,-1,-1,111,0,11,2,-3,6
O=C(CN1CCOCCOCCOCC1)Nc1ccccc1,1.4,-9,1,1,104,-6,4,-3,-1,-2
CCC(=O)NC(c1ccc(Cl)cc1Cl)c1ccc2cccnc2c1O (stereo unspecified),-1.1,5,-6,-3,101,-1,6,14,-5,-2
O=C(NCCCn1ccnc1)/C(=C\c1cccnc1)NC(=O)c1ccco1,-3.9,21,13,-2,101,-12,10,-1,-5,-1
COc1ccccc1NC(=O)COC(=O)c1[nH]c(=O)[nH]c(=O)c1N,1.4,-6,-1,3,122,0,-3,0,-5,1
CCCCC1=CC2=CC(=O)C(C)(OC(=O)CC)C(=O)C2=CN1C(CO)CO (stereo unspecified),4.9,-27,-1,5,103,-4,3,-2,-4,4
Cn1c(NC(=O)c2ccc3c(c2)OCO3)cc(=O)n(C)c1=O,-1.6,9,6,-1,101,-13,0,0,-2,0
N#CCN(CC#N)C(=O)C1c2ccccc2Oc2ccccc21,-3.2,15,0,5,107,-10,11,-1,-9,-3
Cc1cccc(NC(=O)CSc2ncnc3nc[nH]c23)c1C,0.3,-1,-2,-5,37*,4,-3,-6,2,2
CCOc1ccc(C(=O)N2CCN(CC(=O)N3CCCC3)CC2)cc1OCC,-0.9,4,-4,8,100,5,1,3,-8,1
O=C(CSc1nccc(=O)[nH]1)c1c[nH]c2ccccc12,0.9,-5,6,4,96,6,10,2,2,2
Cc1cc(C(=O)C(C)Cl)c(C)n1Cc1ccco1 (stereo unspecified),0.4,-2,14,0,99,5,16,1,8,-6
COc1ccc(C(=O)COC(=O)C(CCSC)NC(=O)COc2ccccc2)c(OC)c1 (stereo unspecified),-3.3,17,6,0,104,-13,4,-2,-8,2
CCOC(=O)c1ccc(NC(=O)N2CCN(c3ccccc3OC)CC2)cc1,-1.6,11,3,-2,103,-7,5,-4,-15,0
COC(=O)CN1C(=S)N(c2ccccc2)C(=O)C1CC(=O)Nc1ccc(Cl)cc1 (stereo unspecified),0.8,-4,2,-1,93,0,-2,-1,4,1
COC(=O)[C@@]1(C)[C@H]2C(=O)N(Cc3ccccc3)C(=O)[C@H]2[C@H]2CN=C(SCC(=O)c3ccccc3)N21,-2.8,14,9,-1,330,3,-5,-6,-6,2
CC1Sc2ccc(S(=O)(=O)NCCc3ccc(Cl)cc3)cc2NC1=O (stereo unspecified),6.9,-35,-17,-1,99,-2,-3,1,-5,7
CCOC(=O)N1CCN(c2c(N3CCN(c4ccccn4)CC3)c(=O)c2=O)CC1,-0.1,0,4,-1,105,1,1,2,-5,0
COC(=O)C1=C(C(=O)OC)[C@@H]2N(Cc3ccccc3)c3ccccc3[C@@]23C[C@@H](C(=O)OC)N(C(=O)c2cc(C)oc2C)C3=N1,1.8,-10,3,5,111,-10,18,-4,-3,-7
S=c1nc[nH]c2c1cnn2Cc1ccccc1,0.8,-4,28,-5,116,3,0,0,5,0
CC1(C)Cc2c(sc3nnn(CC(=O)Nc4ccccc4)c(=O)c23)CO1,1.9,-9,-9,-3,.,14,12,-2,1,-5
O=C(OCn1nnc2ccccc2c1=O)c1cn(-c2ccccc2)nc1-c1cccnc1,-2.3,10,-4,2,126,9,2,1,2,8
CCN(CC)C(=O)C(=O)c1cccn1-c1c(Cl)cccc1C#N,-3.2,16,3,-5,85,0,13,1,-13,4
Cc1ccc(N2C(=O)c3ccccc3C2Nc2ccc(S(=O)(=O)N3CCOCC3)cc2)nc1 (stereo unspecified),-0.3,2,-3,2,105,2,-20,1,0,-1
O=C(CCN1C(=O)C2C3CCC(C3)C2C1=O)OCC(=O)c1ccccc1 (stereo unspecified),1.0,-7,26,2,100,3,-18,3,-5,-2
COC(=O)c1cn(NC(=O)c2ccc(OC)c([N+](=O)[O-])c2)c(=O)c2ccccc12,-3.2,16,29,1,119,2,-26,2,-1,0
Cc1nn(-c2ccc(F)cc2)c(C)c1CN1CCN(CCc2ccccc2)C(CCO)C1 (stereo unspecified),-1.4,7,-2,-3,90,-16,-46,0,4,1
